DNMT1 inh = DNMT1 (human) enzyme inhibition; P26358; inhibition (reported as % activation of signal), % at 10 µM; 0.83% of 360,000 active; AID 588458; DNMT1 molecular beacon, Hinp1I cleavage, fluorescence; in the data active means inhibition above about 50%
LMPTP inh = blocks human LMPTP phosphatase. P24666. inhibition, % at 20 µM. 0.22% of 360,000 active. AID 651560. recombinant LMPTP-A, OMFP fluorogenic substrate, fluorescence intensity;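 active means compounds that cut the enzyme signal by at least half of the control window in the single-dose screen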;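 further: plate controls were DMSO wells with enzyme plus substrate for no effect and substrate without enzyme for full effect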
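Test system: LMPTP-A, protein tyrosine phosphatase of low molecular weight; Input: 0.625 nM enzyme; Incubation: 50 min dark incubation at room temperature; Signal: endpoint fluorescence intensity from OMFP dephosphorylation; Read-out basis: % inhibition versus control wells.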
STEP block = STEP (human) phosphatase inhibition; recombinant STEP, OMFP fluorogenic substrate, fluorescence; P54829; 0.25% of 360,000 active; inhibition, % at 20 µM;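 active means inhibition at 20 µM, scaled per plate between control wells, above about 37%, limit read from the data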;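 further: 0% = DMSO with enzyme and substrate and 100% = substrate only without enzyme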
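medium = Bis-Tris buffer pH 6.0, 2.5 mM DTT, 0.005% Tween 20 | test system = STEP (striatal-enriched tyrosine phosphatase) enzyme, cell-free | measure = normalized % inhibition | compound dosing = 20 µM, 1% DMSO | also added = 25 µM OMFP | schedule = reaction 20 min, ambient temperature | measured by = fluorescence read at 480 nm ex / 540 nm em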
Scp-1 inhibitor = blocks human Scp-1 phosphatase activity; inhibition, % at 20 µM; 0.88% of 340,000 active; Recombinant Scp1, phosphopeptide, malachite green phosphate absorbance;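 active means inhibition above about 50% at 20 µM, limit read from the data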;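 further: plate controls were DMSO wells with enzyme for no effect and wells lacking enzyme for full effect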
Target sequence (Q9GZU7 76-261 limits assumed): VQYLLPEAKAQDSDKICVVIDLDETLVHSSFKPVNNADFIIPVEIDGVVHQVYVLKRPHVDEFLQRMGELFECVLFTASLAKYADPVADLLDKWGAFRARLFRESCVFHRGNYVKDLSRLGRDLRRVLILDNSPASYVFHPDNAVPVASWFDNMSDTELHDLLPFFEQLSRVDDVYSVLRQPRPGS
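Test system: SCP-1 phosphatase catalytic domain, residues 76-261; measured by: colorimetric phosphate reagent with accelerator and stabiliser, absorbance at 630 nm; timing: enzyme reaction 45 min at room temperature, colour 5 min, stabilisation 30 min; also added: Phosphorylated 17-residue peptide substrate; compound dosing: one concentration, 20 µM, with 1.0% DMSO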
MsrA act = bovine methionine sulfoxide reductase A activation. AID 602163. 0.3% of 360,000 active. activation, % at 10.6 µM. purified bovine MsrA, absorbance read-out; in the data active means activation above about 7.5%;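 further: 0% = vehicle and 100% = reference activator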
SUMO1 PPI mod = modulators of human SUMO1-mediated protein-protein interactions; 0.33% of 360,000 active; SUMO1 binding to a labelled peptide, TR-FRET, 1 h; inhibition, % at 20 µM; P63165; in the data active means inhibition above about 37%
Target sequence (P63165 whole entry, looked up): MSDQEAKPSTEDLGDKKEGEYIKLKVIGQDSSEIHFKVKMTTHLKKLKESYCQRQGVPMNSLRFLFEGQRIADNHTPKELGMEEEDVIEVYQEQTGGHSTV
Tb MetRS inh = Trypanosoma brucei MetRS inhibition | inhibition, % at 11.9 µM | AID 624268 | 0.4% of 360,000 active | purified T. brucei MetRS, ATP depletion, Kinase-Glo luminescence;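 active means inhibition above a per-plate cutoff of the control wells' mean inhibition plus 3 SD, cut at about 5.5% in these data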;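 further: 0% = DMSO wells median and 100% = median of wells with control inhibitor compound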
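Material: parasite MetRS enzyme / Replication: singlicate, one well per compound / Signal: luminescence of leftover ATP / Schedule: 2 h aminoacylation at 25 °C after 15 min preincubation / Medium: HEPES-MgCl2-KCl buffer plus DTT, spermine, BSA, pyrophosphatase / Doses: 11.9 µM single point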
E coli Lon inh = inhibits E. coli Lon protease; purified E. coli Lon protease, fluorescence polarization; inhibition, % at 7.94 µM; 0.42% of 360,000 active; AID 602123; in the data active means inhibition above about 13%, passing the limit was not always enough;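 further: 0% = enzyme with probe and DMSO and 100% = no enzyme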
Target sequence (P0A9M0 whole entry, looked up): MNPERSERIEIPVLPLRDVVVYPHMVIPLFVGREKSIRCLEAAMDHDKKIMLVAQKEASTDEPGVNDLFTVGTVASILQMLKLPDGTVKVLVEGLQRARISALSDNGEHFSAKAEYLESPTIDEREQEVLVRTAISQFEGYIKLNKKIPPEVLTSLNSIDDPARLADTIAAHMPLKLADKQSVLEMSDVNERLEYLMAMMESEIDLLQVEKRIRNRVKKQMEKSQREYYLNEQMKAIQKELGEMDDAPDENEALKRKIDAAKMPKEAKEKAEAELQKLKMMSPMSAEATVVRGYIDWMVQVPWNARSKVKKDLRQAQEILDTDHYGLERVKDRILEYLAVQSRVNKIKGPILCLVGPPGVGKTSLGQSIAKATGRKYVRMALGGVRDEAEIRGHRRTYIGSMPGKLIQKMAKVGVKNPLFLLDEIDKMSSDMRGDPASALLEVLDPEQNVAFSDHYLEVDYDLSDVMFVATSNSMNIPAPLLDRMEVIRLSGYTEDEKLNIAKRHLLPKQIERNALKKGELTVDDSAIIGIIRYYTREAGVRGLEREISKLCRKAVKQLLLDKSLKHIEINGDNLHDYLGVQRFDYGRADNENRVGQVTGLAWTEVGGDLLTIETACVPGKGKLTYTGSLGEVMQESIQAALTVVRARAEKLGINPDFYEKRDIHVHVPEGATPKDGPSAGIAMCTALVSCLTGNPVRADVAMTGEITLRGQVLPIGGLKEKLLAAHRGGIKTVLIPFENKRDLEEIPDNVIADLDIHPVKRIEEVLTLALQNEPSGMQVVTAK
MsrA inh = inhibitors of bovine MsrA; purified bovine MsrA, absorbance read-out; inhibition, % at 15.5 µM; 0.75% of 360,000 active; AID 651718; in the data active means inhibition above about 4.5%;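 further: 0% = vehicle wells with enzyme and 100% = reference inhibitor wells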
NRP1-CendR mod = NRP-1/CendR interaction modulation; O14786; FAM-RPARPAR peptide binding to NRP-1, fluorescence polarization; inhibition, % at 25 µM; 0.85% of 360,000 active;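 active means inhibition or corrected inhibition above about 18%, plus a signal ratio from 0.5 to 1.5, limit read from the data, passing the limit was not always enough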; further: strong numbers were not always called active
* hit, by the source's call; . = not tested or not shown. This is a random part of the collection; any-hit rate near 4.3%.

Labels used below – A = DNMT1 inh; B = LMPTP inh; C = STEP block; D = Scp-1 inhibitor; E = MsrA act; F = SUMO1 PPI mod; G = Tb MetRS inh; H = E coli Lon inh; I = MsrA inh; J = NRP1-CendR mod
COc1cc([N+](=O)[O-])ccc1NC(=O)Cc1ccccc1
  A: 3	B: -0.8	C: -2	D: -3	E: -12	F: -22	G: -1.4	H: -3	I: 2.2	J: -1

COc1ccc(-c2nn(CC(=O)N(C)C)c(=O)c3ccccc23)cc1
  A: 2	B: -1.8	C: -2	D: -1	E: 0	F: -1	G: -0.3	H: -10	I: -1.0	J: -2

CN(C)CCOC(=O)/C(=C/c1cn(C)c2ccccc12)NC(=O)c1ccccc1
  A: 2	B: -1.8	C: -4	D: -4	E: -5	F: -9	G: -0.4	H: -18	I: 2.9	J: -12

C(=C\c1ccccc1)/CN1CCN(C(c2cccc3ccccc23)c2nnnn2-c2ccc3c(c2)OCCO3)CC1 (stereo not drawn)
  A: -11	B: 6.3	C: 0	D: .	E: -8	F: 0	G: -0.9	H: 6	I: -0.7	J: 7

NS(=O)(=O)c1ccc(CCNC(=O)c2cc(-c3ccc(Br)cc3)nc3ccccc23)cc1
  A: 5	B: 2.4	C: -1	D: -3	E: -5	F: -2	G: 0.2	H: -17	I: 0.1	J: 1

COc1ccc(N2CCN(C(=O)COC(=O)CSc3ccccc3)CC2)cc1
  A: 0	B: 0.5	C: 0	D: -1	E: -2	F: -1	G: -0.3	H: 9	I: -0.5	J: -4

CCOC(=O)c1ccc(OCc2nc(-c3cccs3)no2)cc1
  A: -1	B: 1.4	C: 1	D: -19	E: 0	F: 2	G: -0.9	H: -2	I: -0.6	J: -4

COc1ccc(CCNC(=O)COC(=O)CNS(=O)(=O)c2ccc(SC)c([N+](=O)[O-])c2)cc1
  A: -4	B: 0.6	C: -2	D: 5	E: 0	F: -31	G: -0.5	H: 6	I: -0.6	J: 1

COCCN(Cc1ccc(C)cc1)C(=O)[C@H]1O[C@@H](n2cnc3c(N)ncnc32)[C@H](O)[C@@H]1O
  A: 10	B: -1.6	C: -3	D: .	E: 2	F: 2	G: -0.1	H: -14	I: -0.9	J: 10

Cc1ccc(C(=O)OCC(=O)Nc2ccc(C)c(S(=O)(=O)N3CCCCC3)c2)c(O)c1
  A: 17	B: 2.8	C: 2	D: .	E: -4	F: 3	G: -0.4	H: -17	I: 0.3	J: 3

COc1ccc2nc(N3C(=O)CC(Cc4ccc(C)cc4)C3=O)sc2c1 (stereo not drawn)
  A: -4	B: 0.2	C: -1	D: -5	E: 3	F: 5	G: -0.2	H: -9	I: -1.2	J: 3

COc1ccc(NC(=O)C2CCN(S(C)(=O)=O)CC2)cc1Cl
  A: 0	B: -1.5	C: -2	D: -3	E: -2	F: -8	G: -0.6	H: -1	I: 0.4	J: -11

O=C(CSc1nnc(-c2ccncc2)n1-c1ccccc1)N1CCN(c2ccc(Cl)cc2)CC1
  A: 0	B: -1.5	C: -1	D: 98*	E: 1	F: 1	G: -0.3	H: -8	I: -0.4	J: 2

CCOc1ccc(NC(=O)CSc2nc3ccccc3c(=O)n2CCNC(C)=O)cc1
  A: 2	B: -0.8	C: 0	D: -7	E: -1	F: 2	G: 0.0	H: -3	I: 1.9	J: 6

O=C(CN1C(=O)c2ccccc2C1=O)N1CCN(C2c3ccccc3-c3ccccc32)CC1
  A: -15	B: 2.3	C: -4	D: -12	E: -2	F: -13	G: 0.3	H: 3	I: 1.4	J: 1

Cc1ccc(N=Cc2sc(O)c3ccccc23)cc1
  A: 0	B: -0.6	C: -4	D: -9	E: -2	F: -11	G: 0.8	H: -187	I: 0.0	J: -52

COc1ccc(NC(=O)CC2SC(N3CCCC3)=NC2=O)cc1Cl (stereo not drawn)
  A: 2	B: -1.8	C: 3	D: -8	E: 1	F: 4	G: -0.1	H: -10	I: -1.0	J: 17

Cc1cn(C2CCCCC2)c(=O)[nH]c1=O
  A: -8	B: 0.1	C: 1	D: 5	E: -7	F: 4	G: -0.4	H: -8	I: 0.8	J: 1

O=C(Nc1ccccc1)N1CCN(Cc2ccc(Cl)cc2)CC1
  A: 1	B: -1.2	C: -3	D: -7	E: -5	F: -7	G: -0.3	H: -7	I: -1.9	J: 5

COc1ccc(S(=O)(=O)N2CCN(CC(O)COc3ccc(CC#N)cc3)CC2)cc1OC (stereo not drawn)
  A: -1	B: 0.1	C: -4	D: -5	E: -4	F: -2	G: 0.1	H: 7	I: 0.8	J: 6

OCC[C@@H]1C[C@H](O)[C@@H](O)[C@@]2(Cc3ccccc3CCO2)O1
  A: 5	B: -2.5	C: -1	D: -3	E: -4	F: 2	G: -0.1	H: -6	I: -1.8	J: 0

Cc1ccccc1NC1=NCC(c2ccc([N+](=O)[O-])cc2)S1 (stereo not drawn)
  A: 0	B: -0.8	C: 3	D: -10	E: -4	F: -21	G: -0.4	H: 1	I: 2.5	J: 4

Nc1nc2ccccc2n1S(=O)(=O)c1ccc([N+](=O)[O-])cc1
  A: 4	B: -1.5	C: -2	D: .	E: 0	F: -28	G: 0.0	H: 6	I: -1.2	J: 9

Cc1ccc(C(=O)Nc2ccc([N+](=O)[O-])cn2)o1
  A: 3	B: -0.4	C: -1	D: -6	E: -3	F: -30	G: -0.6	H: 1	I: 4.6*	J: -3

Cc1cc2cc(CNS(=O)(=O)N(C)C)ccc2[nH]1
  A: -14	B: 1.3	C: 2	D: -9	E: -2	F: -22	G: -0.2	H: -4	I: 1.5	J: -1

Next part:
Labels used below – A = DNMT1 inh; B = LMPTP inh; C = STEP block; D = Scp-1 inhibitor; E = MsrA act; F = SUMO1 PPI mod; G = Tb MetRS inh; H = E coli Lon inh; I = MsrA inh; J = NRP1-CendR mod
COc1cc(OC)c(/C=C2\SC(=O)N(CC(=O)Nc3ccccc3F)C2=O)c(OC)c1
  A: -7	B: 1.5	C: 4	D: -6	E: -3	F: 1	G: -1.1	H: 5	I: 0.2	J: -4

O=C(CN(C(=O)c1csnn1)c1cccc(Cl)c1)NC1CCCC1
  A: 3	B: -1.1	C: 4	D: -2	E: -2	F: 1	G: -0.2	H: 2	I: 0.7	J: 13

CCOC(=O)c1c(NC(=O)Nc2ccc(C)cc2)sc2c1CCN(C)C2
  A: -5	B: 3.0	C: 9	D: 3	E: -3	F: 3	G: -0.2	H: -16	I: 0.6	J: -137

Nc1ncnc(N)c1N=Nc1ccccc1
  A: 3	B: -0.2	C: -2	D: -2	E: -6	F: -16	G: 0.2	H: -3	I: 1.4	J: 7

Cc1cccc(C)c1NC(=O)Nc1nnc([C@@H]2C[C@H](O)[C@@H](CO)O2)s1
  A: -3	B: -1.2	C: -1	D: .	E: -1	F: 1	G: -0.1	H: -5	I: 1.2	J: 2

c1nc(NCc2ccc3c(c2)OCO3)c2cc(-c3ccoc3)ccc2n1
  A: -1	B: 3.1	C: 0	D: -5	E: -3	F: 0	G: 1.6	H: -4	I: 2.0	J: 7

COc1ccccc1NC(=O)Cn1nnc(C(=O)NCc2ccc3c(c2)OCO3)c1N
  A: -1	B: -0.8	C: 0	D: -11	E: -3	F: 5	G: 0.1	H: -18	I: -0.3	J: -4

CC1CCCN(C2=C(NS(=O)(=O)c3ccc(Cl)cc3)C(=O)c3ccccc3C2=O)C1 (stereo not drawn)
  A: -14	B: 3.5	C: 5	D: -1	E: -8	F: -17	G: -0.9	H: -7	I: -0.7	J: 4

CC1CCN(C(c2cc3cc4c(cc3[nH]c2=O)OCO4)c2nnnn2CC2CCCO2)CC1 (stereo not drawn)
  A: 1	B: -2.7	C: -2	D: 12	E: 3	F: -8	G: -0.7	H: -9	I: .	J: 4

CCOc1cc(CO)cc(Br)c1OCC(=O)O
  A: 50	B: 4.3	C: 1	D: 29	E: -4	F: 31	G: -0.8	H: 6	I: 0.6	J: -20

CC1CCN(c2ccc(NC(=O)c3cccnc3)cc2)CC1
  A: -4	B: -1.7	C: -1	D: 5	E: -12	F: -5	G: -1.7	H: -19	I: 1.9	J: -26

O=C(COc1ccc(Cl)cc1)Nc1ccc2c(c1)C(=O)NC2=O
  A: 1	B: -8.5	C: -1	D: 0	E: -2	F: -7	G: 0.1	H: 5	I: -0.5	J: 8

CCCc1cc(C(=O)N2CCC(n3nccc3NC(=O)c3ccc(OC)cc3)CC2)no1
  A: 0	B: -1.5	C: 0	D: -3	E: -1	F: 2	G: -0.3	H: 5	I: 0.0	J: 3

Cc1cccc(C)c1C(O)c1ncc(-c2ccc(F)cc2)[nH]1 (stereo not drawn)
  A: 0	B: -0.4	C: -2	D: .	E: 1	F: 0	G: 0.0	H: -13	I: .	J: -5

O=C(NCCc1ccccc1)Nc1nnc([C@H]2C[C@H](O)[C@@H](CO)O2)s1
  A: 0	B: 4.7	C: -3	D: .	E: -11	F: 0	G: 0.2	H: -2	I: -0.6	J: 19

COC(=O)c1sccc1NC(=O)c1c(C)cc(=O)oc1C
  A: -2	B: -0.6	C: 9	D: 1	E: 1	F: -2	G: 0.0	H: 0	I: 0.0	J: 0

CCOc1ccc(-n2c(SCC(=O)Nc3cc(C)on3)nc3c(c2=O)SCC3)cc1
  A: 2	B: 0.2	C: -3	D: -1	E: -12	F: -20	G: -0.4	H: 2	I: 1.1	J: 12

CCCCOc1ccc(Cn2c(=O)oc3ccccc32)cc1
  A: 23	B: -2.5	C: 0	D: -12	E: -1	F: -5	G: 2.0	H: -6	I: 0.0	J: 0

CC(OC(=O)c1cccc(N(C)C)c1)C(=O)N1CCc2ccccc2C1 (stereo not drawn)
  A: -4	B: -2.5	C: 2	D: -10	E: 3	F: 5	G: 0.1	H: 3	I: 0.5	J: 5

Just STEP block, for some of the entries so far:
SMILES	STEP block
COC(=O)c1sccc1NC(=O)c1c(C)cc(=O)oc1C	9
CCCc1cc(C(=O)N2CCC(n3nccc3NC(=O)c3ccc(OC)cc3)CC2)no1	0
O=C(NCCc1ccccc1)Nc1nnc([C@H]2C[C@H](O)[C@@H](CO)O2)s1	-3
CCCCOc1ccc(Cn2c(=O)oc3ccccc32)cc1	0

Full records from above. Order of screens: DNMT1 inh, LMPTP inh, STEP block, Scp-1 inhibitor, MsrA act, SUMO1 PPI mod, Tb MetRS inh, E coli Lon inh, MsrA inh, NRP1-CendR mod
Nc1ncnc(N)c1N=Nc1ccccc1 is listed with 3, -0.2, -2, -2, -6, -16, 0.2, -3, 1.4, 7
CCOC(=O)c1ccc(OCc2nc(-c3cccs3)no2)cc1 is listed with -1, 1.4, 1, -19, 0, 2, -0.9, -2, -0.6, -4
Cc1cccc(C)c1C(O)c1ncc(-c2ccc(F)cc2)[nH]1 (stereo not drawn) is listed with 0, -0.4, -2, ., 1, 0, 0.0, -13, ., -5
Cc1ccc(N=Cc2sc(O)c3ccccc23)cc1 is listed with 0, -0.6, -4, -9, -2, -11, 0.8, -187, 0.0, -52
CCOc1ccc(NC(=O)CSc2nc3ccccc3c(=O)n2CCNC(C)=O)cc1 is listed with 2, -0.8, 0, -7, -1, 2, 0.0, -3, 1.9, 6

Source: PubChem BioAssay (several laboratories)
